Screening data: PubChem BioAssay, Broad Institute
Pf Dd2 growth: inhibitors of Plasmodium falciparum Dd2 growth | P. falciparum Dd2 growth, SYBR Green, 72 h; hits give low values | activity change, % at 10 µM | hit rate 2.3% among 94,000 | AID 1159554; in the data active = activity change below about -80%; inconclusive = no clear call, values can overlap the other calls
Tcruzi prolif: T. cruzi proliferation inhibition; T. cruzi beta-gal in NIH3T3, GalScreen luminescence, 90 h; hit rate 5.9% among 77,000; inhibition, % at 8.34 µM; AID 624255;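 active = mean inhibition above about 93%, with at least 55% of replicates each passing it, limit read from the data, passing the limit was not always enough; inconclusive = only one of those two conditions holds; inactive = neither condition holds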
GASC1 inh: blocks human GASC-1 (KDM4C) demethylase activity | inhibition, % at 12.5 µM | GST-KDM4C 2-372, H3K9me3 peptide, LANCE TR-FRET | Q9H3R0 | hit rate 0.15% among 96,000;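 active = mean replicate inhibition above about 25%, with at least 55% of replicates also reaching it, limit read from the data, passing the limit was not always enough; inconclusive = only one of those two conditions met; inactive = neither condition met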
Target sequence (Q9H3R0 2-372 limits assumed): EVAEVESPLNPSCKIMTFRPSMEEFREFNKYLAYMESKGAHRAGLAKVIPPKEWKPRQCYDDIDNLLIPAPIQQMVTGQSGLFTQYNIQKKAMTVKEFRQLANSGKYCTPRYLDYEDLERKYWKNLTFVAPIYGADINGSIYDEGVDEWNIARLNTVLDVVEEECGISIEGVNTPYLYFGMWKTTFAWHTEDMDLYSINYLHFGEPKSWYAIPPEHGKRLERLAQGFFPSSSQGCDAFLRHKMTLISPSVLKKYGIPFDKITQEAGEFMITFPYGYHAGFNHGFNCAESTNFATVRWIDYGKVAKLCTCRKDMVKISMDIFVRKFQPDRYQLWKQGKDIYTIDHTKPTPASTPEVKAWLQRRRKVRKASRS
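material = GST-tagged GASC-1 (JMJD2C) catalytic fragment, aa 2-372 | amount = enzyme final amount 10 nM | medium = HEPES buffer, pH 7.5, plus ascorbate | also added = H3K9me3 peptide substrate, Fe(II), 2-oxoglutarate | dosing = single dose | times = 30 min demethylation and 1 h detection at room temperature | detection = LANCE TR-FRET | read-out basis = Fall in 671/618 emission ratio as inhibition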
C diff HTS: C. difficile growth inhibition; Clostridium difficile clinical isolate growth, OD600, 24 h; hits give low values; hit rate 0.25% among 86,000; growth activity, negative = inhibition, % at 16 µg/mL (by protocol);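 active = mean growth activity at or below -80% and every replicate also at or below -80%; inconclusive = mean at or below -80% but some replicate above -80%; inactive = mean growth activity above -80%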;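 also: 0% = DMSO wells and -100% = levofloxacin 16 µg/mL wells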
* hit, by the source's call; ? = inconclusive; / = not tested or not shown; & = joins results of further samples. Rows were taken by chance; 6.8% or so of the library scored in one or more.

SMILES	Pf Dd2 growth	Tcruzi prolif	GASC1 inh	C diff HTS
C/C=C/c1ccc2c(c1)O[C@@H](CN(C)C(=O)c1cccc(F)c1)[C@@H](C)CN([C@@H](C)CO)S2(=O)=O	-58	?	-1.6	0
Cc1noc(C)c1S(=O)(=O)Nc1ccc2c(c1)CC(=O)N([C@H](C)CO)C[C@@H](C)[C@@H](CN(C)Cc1ccc(Oc3ccccc3)cc1)O2	2	66	-0.2	31
COc1cccc(-c2ccc3n(c2=O)C[C@@H]2[C@@H](CO)[C@H](C(=O)N4CCOCC4)N[C@H]32)c1	-3	66	2.1	-4
CC(=O)N1CCCCN2[C@@H](CO)[C@@H](c3ccc(-c4cccc(C(=O)N(C)C)c4)cc3)[C@@H]2C1	34	7	-1.2	-9
C[C@H]1CN([C@@H](C)CO)C(=O)c2cc(/C=C/c3ccccc3)cnc2O[C@@H]1CN(C)C(=O)Cc1ccccn1	-38	37	-2.1	-1
CC(C)NC(=O)Nc1ccc2c(c1)C(=O)N([C@H](C)CO)C[C@H](C)[C@H](CN(C)S(C)(=O)=O)O2	7	-28	-0.7	2
Cc1ccccc1-c1cnc2c(c1)C(=O)N([C@H](C)CO)C[C@H](C)[C@@H](CN(C)CC1CCCC1)O2	-26	47	1.5	0
C[C@@H]1CCCCO[C@@H](CN(C)S(=O)(=O)c2cccs2)[C@H](C)CN([C@H](C)CO)C(=O)c2cc(NS(=O)(=O)c3cccs3)ccc2O1	-1	26	-1.2	-1
Cc1noc(C)c1S(=O)(=O)Nc1ccc2c(c1)C(=O)N([C@@H](C)CO)C[C@@H](C)[C@H](CN(C)C(=O)Nc1cccc3ccccc13)O2	17	-148	-0.4	4
C/C=C/c1cnc2c(c1)C(=O)N([C@H](C)CO)C[C@@H](C)[C@@H](CN(C)C(=O)NCCC)O2	49	52	2.1	1
CC(C)C#Cc1ccc([C@H]2[C@@H](CO)N3CCCCN(S(=O)(=O)Cc4ccccc4)C[C@H]23)cc1	-66	103*	1.9	8
CCC(=O)N(C)C[C@@H]1Oc2cc(C#CCC3CCCC3)ccc2S(=O)(=O)N([C@@H](C)CO)C[C@@H]1C	-57	97*	0.8	-18
C/C=C/c1ccc2c(c1)O[C@@H](CN(C)C(=O)NC1CCCC1)[C@@H](C)CN([C@@H](C)CO)S2(=O)=O	-16	/	0.5	2
COc1ccccc1-c1ccc2c(c1)[C@H]1[C@H](CCN1C(=O)C1CCOCC1)[C@H](CO)N2	-18	86	1.0	-15
COc1ccc(-c2ccc3c(c2)O[C@H](CN(C)C(=O)Nc2ccccc2F)[C@H](C)CN([C@H](C)CO)S3(=O)=O)cc1	-30	84	-0.2	-4
CCNC(=O)C[C@H]1C=C[C@@H](NC(=O)C2CC2)[C@H](CO)O1	-4	/	-0.2	2
CS(=O)(=O)N1[C@H](C#N)[C@H](c2ccc(-c3ccccc3F)cc2)[C@@H]1CO	25	7	0.2	6
Cc1ccc(S(=O)(=O)Nc2ccc3c(c2)C(=O)N([C@H](C)CO)C[C@@H](C)[C@@H](CN(C)CC2CC2)O3)cc1	6	-22	-1.7	-3
O=C(NC1CCCC1)[C@@H]1[C@@H](CO)[C@@H]2Cn3c(ccc(-c4cccnc4)c3=O)[C@@H]2N1CCc1ccccc1	-10	46	9.1	3
CCC(=O)N1[C@@H](CO)[C@@H]2c3ccccc3N(S(=O)(=O)c3ccccc3)C[C@@H]21	0	61	-0.4	-5
CO[C@H]1CN(C)C(=O)c2ccc(NS(C)(=O)=O)cc2OC[C@@H](C)N(Cc2ccccc2)C[C@@H]1C	49	46	1.4	-6
O=C(C[C@H]1CC[C@@H](NC(=O)Nc2ccccc2)[C@H](CO)O1)NCc1cccc(F)c1	24	/	-1.7	0
CCNC(=O)Nc1ccc2c(c1)C(=O)N(C)[C@H]1CC[C@@H](CC(=O)NCC3CCCCC3)O[C@H]1CO2	-8	13	-3.2	0
C[C@H](CO)N1C[C@H](C)[C@H](CN(C)C(=O)NC2CCCC2)Oc2ncc(-c3ccncc3)cc2C1=O	11	/	-0.4	-2
COc1cccc(-c2ccc([C@H]3[C@H](CO)N(C(C)=O)C34CN(C(C)=O)C4)cc2)c1	-14	/	0.6	-4
SMILES	Pf Dd2 growth	Tcruzi prolif	GASC1 inh	C diff HTS
COCC(=O)N(C)C[C@H]1Oc2ncc(C#Cc3ccccc3)cc2C(=O)N([C@H](C)CO)C[C@@H]1C	-7	-44	-2.2	-16
C[C@@H]1CN([C@H](C)CO)S(=O)(=O)c2ccc(C#CCN(C)C)cc2O[C@@H]1CN(C)CC1CC1	-50	55	15	/
CC(C)NC(=O)NCC[C@@H]1CC[C@H](NS(=O)(=O)c2ccc(-c3ccccc3)cc2)[C@@H](CO)O1	-11	-81	1.7	-2
CN(C)CC(=O)N1CCCCN2[C@H](CO)[C@H](c3ccc(-c4ccccc4)cc3)[C@H]2C1	-29	91	1.0	-3
CO[C@H]1CN(C)C(=O)c2cc(NC(=O)Nc3ccccc3)ccc2OC[C@H](C)N(C(=O)CN(C)C)C[C@H]1C	21	-57	2.5	-2
CCCNC(=O)Nc1ccc2c(c1)C(=O)N(C)C[C@H](OC)[C@@H](C)CN(Cc1cncnc1)[C@H](C)CO2	8	-49	0.1	-1
CCCC#Cc1ccc([C@@H]2[C@H]3CN(C(=O)Nc4cc(F)ccc4F)CC(=O)N3[C@H]2CO)cc1	-42	/	-2.0	-2
C[C@@H]1CN([C@H](C)CO)C(=O)c2cc(NS(=O)(=O)c3cn(C)cn3)ccc2O[C@@H](C)CCCCO[C@@H]1CN(C)S(=O)(=O)c1ccc(Cl)cc1	-50	41	-1.9	-7
COc1ccc(CNC(=O)C[C@H]2CC[C@@H]3[C@H](COc4ccc(NC(C)=O)cc4C(=O)N3C)O2)cc1	-1	6	-2.1	13
COc1ccc(NC(=O)Nc2ccc3c(c2)C(=O)N([C@@H](C)CO)C[C@H](C)[C@H](CN(C)CC2CCCCC2)OCCCC[C@@H](C)O3)cc1	-77	78	-0.3	8
COc1cccc(NC(=O)N2C[C@H](O)COC[C@H]3O[C@H](CC(=O)NCCCN4CCOCC4)CC[C@@H]32)c1	21	/	0.4	0&-6
CN1CCN(C(=O)C[C@H]2CC[C@@H]3[C@@H](COc4ccc(NC(=O)C5CCOCC5)cc4C(=O)N3C)O2)CC1	/	39	2.3	-10
COc1ccc2c3c(n(C)c2c1)[C@H](CO)N(Cc1ccncc1)CC31CCN(C(=O)Nc2cccc(F)c2)CC1	?	/	3.7	2
O=C(C[C@@H]1C[C@@H]2c3cc(NC(=O)NC4CCCCC4)ccc3O[C@@H]2[C@H](CO)O1)NCc1ccccn1	5	/	1.2	-4
Cc1cc(C(=O)Nc2cccc3c2O[C@@H](CN(C)S(=O)(=O)c2cn(C)cn2)[C@H](C)CN([C@@H](C)CO)C3=O)n(C)n1	20	86	0.6	/
Cc1noc(C)c1NC(=O)N(C)C[C@@H]1OCCCC[C@H](C)Oc2ccc(NC(=O)c3ccncc3)cc2C(=O)N([C@H](C)CO)C[C@H]1C	36	33	-1.3	3
COc1ccc2c3c(n(C)c2c1)[C@H](CO)N(C(=O)Nc1c(C)noc1C)CC31CCN(CC2CC2)CC1	-40	/	0.5	-3
Cc1noc(C)c1S(=O)(=O)N(C)C[C@@H]1Oc2ccc(NS(=O)(=O)c3ccc(F)cc3)cc2CC(=O)N([C@H](C)CO)C[C@@H]1C	-15	34	1.3	-11
Cc1noc(C)c1S(=O)(=O)N(C)C[C@H]1OCCCC[C@H](C)Oc2ccc(NC(=O)Nc3ccc(C(F)(F)F)cc3)cc2C(=O)N([C@H](C)CO)C[C@H]1C	-76	96	0.5	13
O=S(=O)(Cc1ccccc1)NCC[C@@H]1CC[C@@H](NS(=O)(=O)c2ccc(F)cc2)[C@@H](CO)O1	-71	-24	-1.4	1
C[C@H]1CN([C@@H](C)CO)C(=O)c2cc(C3=CCCC3)cnc2O[C@@H]1CN(C)C(=O)C1CCCCC1	-40	55	3.2	-6
COc1ccc(NC(=O)Nc2ccc3c(c2)CC(=O)N([C@@H](C)CO)C[C@@H](C)[C@@H](CN(C)Cc2ccccc2)O3)cc1	-30	91	-1.1	-10
O=C(C[C@@H]1C=C[C@H](NC(=O)c2ccccc2)[C@@H](CO)O1)NCCc1ccncc1	2	-57	2.2	-2
CN1CCN(C(=O)C[C@@H]2CC[C@H]3[C@@H](COC[C@@H](O)CN3Cc3ccc4c(c3)OCO4)O2)CC1	-3	41	0.1	/
C[C@@H]1CN([C@@H](C)CO)C(=O)c2cc(NC(=O)Cc3ccccc3)ccc2O[C@@H]1CN(C)C(=O)Nc1ccccc1	-32	3	0.0	7

The closing 4 entries of the part above lead into the next.
SMILES	Pf Dd2 growth	Tcruzi prolif	GASC1 inh	C diff HTS
COc1ccc(NC(=O)Nc2ccc3c(c2)CC(=O)N([C@@H](C)CO)C[C@@H](C)[C@@H](CN(C)Cc2ccccc2)O3)cc1	-30	91	-1.1	-10
O=C(C[C@@H]1C=C[C@H](NC(=O)c2ccccc2)[C@@H](CO)O1)NCCc1ccncc1	2	-57	2.2	-2
CN1CCN(C(=O)C[C@@H]2CC[C@H]3[C@@H](COC[C@@H](O)CN3Cc3ccc4c(c3)OCO4)O2)CC1	-3	41	0.1	/
C[C@@H]1CN([C@@H](C)CO)C(=O)c2cc(NC(=O)Cc3ccccc3)ccc2O[C@@H]1CN(C)C(=O)Nc1ccccc1	-32	3	0.0	7
C[C@H](CO)N1C[C@H](C)[C@H](CN(C)C(=O)C2CCOCC2)Oc2ncc(/C=C/c3ccccc3)cc2C1=O	2	73	-1.5	-1
N#C[C@H]1[C@@H](c2ccc(C#CCC3CCCC3)cc2)[C@@H](CO)N1C(=O)c1ccccn1	?	97*	-1.5	-4
C[C@@H]1CCCCO[C@H](CN(C)S(=O)(=O)c2ccc(Cl)cc2)[C@H](C)CN([C@@H](C)CO)C(=O)c2cc(NS(=O)(=O)c3cccs3)ccc2O1	/	110*	0.4	-7
C[C@@H]1CN([C@H](C)CO)C(=O)c2cc(NC(=O)Nc3ccc4c(c3)OCO4)ccc2O[C@@H](C)CCCCO[C@H]1CN(C)Cc1ccc(C(=O)O)cc1	-1	14	2.3	-1
COc1ccc2c3c([nH]c2c1)[C@H](CO)N(CC1CC1)CC31CCN(S(=O)(=O)c2cccc(F)c2)CC1	-90*	/	-1.8	8
COCC(=O)Nc1ccc2c(c1)OC[C@H](C)N(C(=O)Cc1cccnc1)C[C@@H](C)[C@H](OC)CN(C)C2=O	27	/	-0.4	5
C[C@@H]1CN([C@H](C)CO)C(=O)Cc2cc(NC(=O)C3CCCCC3)ccc2O[C@@H]1CN(C)Cc1ccc2c(c1)OCO2	-17	29	2.9	-9
C[C@@H]1CCCCO[C@@H](CN(C)C(=O)Nc2cccc3ccccc23)[C@H](C)CN([C@H](C)CO)C(=O)c2cc(NS(=O)(=O)c3ccccc3)ccc2O1	-41	/	-1.7	/
C[C@@H]1CCCCO[C@@H](CN(C)S(C)(=O)=O)[C@H](C)CN([C@@H](C)CO)C(=O)c2cc(NC(=O)C3CCCCC3)ccc2O1	-9	7	-0.5	-3
CO[C@H]1CC[C@@H]2CCOc3ccc(C#N)cc3C(=O)N(C)C[C@H](c3ccccc3)CC(=O)N(C)C[C@H]1O2	/	10	0.6	-7
COc1ccc(S(=O)(=O)N(C)C[C@@H]2OCc3ccccc3-c3ccccc3C(=O)N([C@H](C)CO)C[C@@H]2C)cc1	-78	40	-0.6	/
CCS(=O)(=O)N1CCC2(CC1)CN(C(=O)c1ccc(F)cc1)[C@@H](CO)c1c2c2ccc(OC)cc2n1C	-13	/	0.2	1
Cc1ccc(S(=O)(=O)Nc2ccc3c(c2)C(=O)N([C@@H](C)CO)C[C@H](C)[C@@H](CN(C)C(=O)Nc2ccccc2)OCCCC[C@H](C)O3)cc1	-63	-36	-0.4	/
O=C([C@H]1[C@H](CO)[C@H]2Cn3c(ccc(-c4ccc(F)cc4)c3=O)[C@H]2N1Cc1cocn1)N1CCOCC1	-9	19	3.0	1
CNC[C@@H]1Oc2cc(C#CCN(C)C)ccc2S(=O)(=O)N([C@@H](C)CO)C[C@@H]1C	-32	3	2.8	10
C[C@H]1CN([C@@H](C)CO)C(=O)Cc2cc(NC(=O)C3CCCCC3)ccc2O[C@H]1CN(C)C	55	-14	0.3	4
Cc1ccc(S(=O)(=O)N(C)C[C@H]2Oc3ccc(NC(=O)C4CC4)cc3CC(=O)N([C@H](C)CO)C[C@H]2C)cc1	-17	61	-0.1	3
COc1ccccc1-c1ccc2c(c1)O[C@H](CN(C)CC1CCOCC1)[C@@H](C)CN([C@H](C)CO)S2(=O)=O	-7	/	0.7	4
Cn1cnc(S(=O)(=O)N[C@@H]2C=C[C@H](CC(=O)Nc3ccc(-c4ccccc4)cc3)O[C@H]2CO)c1	-42	-9	2.6	/
CO[C@H](CN(C)S(=O)(=O)c1cn(C)cn1)[C@H](C)CN(C(=O)Nc1ccc(C(F)(F)F)cc1)[C@H](C)CO	13	24	5.6	/
